MsrA inhibitor – inhibitors of bovine MsrA. purified bovine MsrA, absorbance read-out. inhibition, % at 15.5 µM. 360,000 tested, 0.75% active; in the data active = inhibition above about 4.5%;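 note: 0% = vehicle wells with enzyme and 100% = reference inhibitor wells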
LMPTP block – LMPTP (human) inhibition. inhibition, % at 20 µM. P24666. AID 651560. 360,000 tested, 0.22% active. recombinant LMPTP-A, OMFP fluorogenic substrate, fluorescence intensity;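 active = compounds that cut the enzyme signal by at least half of the control window in the single-dose screen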;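 note: plate controls were DMSO wells with enzyme plus substrate for no effect and substrate without enzyme for full effect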
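Assay system: LMPTP-A enzyme. Input: 0.625 nM LMPTP-A final. Probe or stimulus: 400 µM OMFP. Compound dosing: single 20 µM dose. Schedule: 50 min dark incubation at room temperature. Detection: fluorescence intensity of OMFP turnover product. Read-out: percent inhibition versus substrate-only and uninhibited controls. Benchmarks: no-enzyme low control, uninhibited high control.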
SUMO1 PPI mod – alters human SUMO1 binding to SIM partners; inhibition, % at 20 µM; SUMO1 binding to a labelled peptide, TR-FRET, 1 h; P63165; AID 602429; 360,000 tested, 0.33% active; in the data active = inhibition above about 37%
Target sequence (P63165 whole entry, looked up): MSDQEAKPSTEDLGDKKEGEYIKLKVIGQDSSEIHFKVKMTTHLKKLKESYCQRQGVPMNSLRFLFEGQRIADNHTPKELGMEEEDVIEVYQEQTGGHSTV
NadD inh – NadD (S. aureus) enzyme inhibition; 360,000 tested, 0.78% active; purified NadD enzyme, colorimetric absorbance read-out; AID 602399; inhibition, % at 20 µM; in the data active = inhibition above about 26%; note: some compounds past the cut are filed as inactive
Rpn11 block – inhibitors of human proteasome Rpn11 | O00487 | AID 588493 | 360,000 tested, 0.59% active | human 26S proteasome, Ub4-pepOG fluorescence polarization; 20S core pre-blocked with epoxomicin | calls only at 20 µM;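 active = inhibition at 20 µM, scaled to each plate's controls, above about 33%, limit read from the data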
Target sequence (O00487 whole entry, looked up): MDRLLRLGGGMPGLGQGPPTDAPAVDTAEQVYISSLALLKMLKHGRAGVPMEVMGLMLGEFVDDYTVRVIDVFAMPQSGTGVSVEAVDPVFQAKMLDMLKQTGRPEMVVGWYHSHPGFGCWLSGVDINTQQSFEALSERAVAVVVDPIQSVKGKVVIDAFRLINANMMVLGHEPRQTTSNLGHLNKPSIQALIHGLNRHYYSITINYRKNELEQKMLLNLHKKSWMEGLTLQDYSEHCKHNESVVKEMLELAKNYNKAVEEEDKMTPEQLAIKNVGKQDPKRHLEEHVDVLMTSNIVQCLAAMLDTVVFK
Scp-1 inhibitor – inhibitors of human Scp-1 phosphatase; Q9GZU7; Recombinant Scp1, phosphopeptide, malachite green phosphate absorbance; inhibition, % at 20 µM; 340,000 tested, 0.88% active; AID 493091;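 active = inhibition above about 50% at 20 µM, limit read from the data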;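 note: plate controls were DMSO wells with enzyme for no effect and wells lacking enzyme for full effect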
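Times: enzyme reaction 45 min at room temperature, colour 5 min, stabilisation 30 min. Material: SCP-1 catalytic fragment, aa 76-261. Medium: Acidic Tris acetate buffer with magnesium and detergent. Signal: colorimetric free-phosphate detection, absorbance 630 nm. Read-out basis: % inhibition of SCP-1 phosphate liberation. Reagent: Phosphorylated 17-residue peptide substrate.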
CSN deneddyl inh – inhibitors of human CSN-mediated cullin deneddylation; Q92905; Purified CSN, SCF-Nedd8-OG deneddylation, fluorescence polarization; 360,000 tested, 0.38% active; AID 651999; inhibition, % at 12.5 µM;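 active = pattern-corrected inhibition above about 35%, with an unprinted fluorescence ratio check between 0.5 and 1.5, limit read from the data, passing the limit was not always enough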;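 note: 0% = enzyme with substrate and 100% = substrate without enzyme; some results filed as inactive read as strong as hits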
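Assay system: purified human Csn5 enzyme expressed in HEK293T cells; Input: 0.24 nM Csn5 enzyme, final concentration; Reagent: 10 nM SCFSkp2-Nedd8OG; Compound dosing: 12.5 µM single point; Times: reaction 90 min, room temperature; Technique: fluorescence polarization readout.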
DNMT1 inh – DNMT1 (human) enzyme inhibition; DNMT1 molecular beacon, Hinp1I cleavage, fluorescence; AID 588458; inhibition (reported as % activation of signal), % at 10 µM; 360,000 tested, 0.83% active; P26358; in the data active = inhibition above about 50%
TbMetRS inhib – Trypanosoma brucei MetRS inhibition | inhibition, % at 11.9 µM | purified T. brucei MetRS, ATP depletion, Kinase-Glo luminescence | 360,000 tested, 0.4% active;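 active = inhibition above a per-plate cutoff of the control wells' mean inhibition plus 3 SD, cut at about 5.5% in these data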;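 note: 0% = DMSO wells median and 100% = median of wells with control inhibitor compound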
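Dosing: 11.9 µM single point; system: parasite MetRS enzyme; technique: luminescence of leftover ATP; times: 15 min enzyme-compound preincubation, 2 h reaction, 10 min detection, 25 °C; replicates: each compound tested once; read-out basis: percent inhibition relative to median high and low control wells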
STEP block – inhibitors of human striatal-enriched phosphatase STEP | P54829 | recombinant STEP, OMFP fluorogenic substrate, fluorescence | inhibition, % at 20 µM | 360,000 tested, 0.25% active;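 active = inhibition at 20 µM, scaled per plate between control wells, above about 37%, limit read from the data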;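 note: 0% = DMSO with enzyme and substrate and 100% = substrate only without enzyme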
Target sequence (P54829 whole entry, looked up): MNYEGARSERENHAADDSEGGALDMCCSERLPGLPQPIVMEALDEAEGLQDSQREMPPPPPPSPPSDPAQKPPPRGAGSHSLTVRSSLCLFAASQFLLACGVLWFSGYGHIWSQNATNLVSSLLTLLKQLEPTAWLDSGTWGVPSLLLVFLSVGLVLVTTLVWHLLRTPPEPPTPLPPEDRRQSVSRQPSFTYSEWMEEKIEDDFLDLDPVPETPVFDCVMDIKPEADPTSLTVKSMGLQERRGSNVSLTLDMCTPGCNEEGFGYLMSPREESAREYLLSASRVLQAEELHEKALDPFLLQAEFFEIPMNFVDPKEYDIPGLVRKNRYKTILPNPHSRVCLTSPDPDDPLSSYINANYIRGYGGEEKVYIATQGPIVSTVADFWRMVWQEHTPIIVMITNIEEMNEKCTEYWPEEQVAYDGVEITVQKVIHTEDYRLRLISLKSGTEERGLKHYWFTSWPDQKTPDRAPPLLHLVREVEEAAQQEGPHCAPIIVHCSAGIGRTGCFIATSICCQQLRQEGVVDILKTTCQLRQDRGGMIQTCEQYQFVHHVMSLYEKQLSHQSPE
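Test system: STEP tyrosine phosphatase / Reagent: OMFP at 25 µM / Doses: 20 µM, 1% DMSO / Read-out: percent inhibition scaled to no-enzyme and uninhibited-enzyme controls, plate-pattern corrected / Detection: FITC-channel fluorescence of OMFP product / Medium: Bis-Tris buffer pH 6.0, 2.5 mM DTT, 0.005% Tween 20 / Schedule: 20 min at room temperature, dark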
The depositor's hits bear a star; i = inactive; . = not tested or not shown.

MsrA inhibitor,LMPTP block,SUMO1 PPI mod,NadD inh,Rpn11 block,Scp-1 inhibitor,CSN deneddyl inh,DNMT1 inh,TbMetRS inhib,STEP block,Compound
-0.8,0.9,3,0,i,-6,2,0,-0.1,2,Cc1cccc(NC(=O)NC2CCCCCCC2)c1C
0.5,-2.2,7,-1,i,-8,-4,-1,-0.2,-3,COc1ccc(CC(=O)N(C)CC(=O)Nc2ccc(F)cc2)cc1S(=O)(=O)N1CCOCC1
1.6,-1.0,0,-2,i,3,-2,-4,0.4,2,S=c1nc(C2COc3ccccc3O2)[nH][nH]1 (centres undefined)
-0.3,-0.6,43*,1,i,-12,2,2,0.3,4,CCNc1nc2c(c(=O)[nH]c(=O)n2C)n1CC(C)C
-0.6,-0.2,5,-3,i,-8,-4,1,-0.5,-2,O=C(CSc1ccc(-c2cccnc2)nn1)Nc1ccccc1F
-0.2,-0.5,-5,0,i,-5,-2,2,-0.6,2,Cc1cc(Cl)c2ccc3ccccc3c2n1
1.1,0.5,-1,-7,i,-2,3,2,-0.6,2,CC1(C)N=C(N)NC(Nc2ccccc2)=N1
-0.1,-1.1,2,3,i,-4,4,0,0.0,-2,COc1ccc(Cl)cc1NC(=O)C1CC(=O)N(C2CCCCC2)C1 (centres undefined)
-1.0,-1.0,2,-4,i,-9,1,-2,-0.1,0,O=C(CNC(=O)c1ccc(Br)cc1)c1ccccc1
0.2,-1.7,3,-2,i,-10,3,-1,-0.4,1,Cc1ccc(-c2nc(CSCC(=O)Nc3cc(C)on3)c(C)o2)cc1

(cont.)
MsrA inhibitor,LMPTP block,SUMO1 PPI mod,NadD inh,Rpn11 block,Scp-1 inhibitor,CSN deneddyl inh,DNMT1 inh,TbMetRS inhib,STEP block,Compound
1.2,-0.2,2,-7,i,-4,-2,2,-1.2,0,CCSc1nc(=S)cc(C)[nH]1
2.3,0.4,0,-4,i,9,-6,5,0.6,-1,O=c1[nH]c2ccccc2n1C1=CCCC1
0.8,-0.2,-13,-4,i,12,0,0,0.1,-1,COC(=O)CNC(=O)CNC(=O)c1nn(-c2ccc(OC)c(OC)c2)c(=O)c2ccccc12
0.5,-1.6,4,-1,i,-2,0,-2,-0.2,-1,O=C(COc1coc(CN2CCc3ccccc3C2)cc1=O)Nc1ccc(F)cc1
-0.8,3.8,3,-9,i,-11,-8,-11,-0.2,1,C[C@H]1CN([C@@H](C)CO)C(=O)c2cccc(NC(=O)Nc3ccc(C(F)(F)F)cc3)c2O[C@@H]1CN(C)C(=O)Nc1ccc(F)cc1
0.6,-1.0,6,-3,i,-8,101,3,0.2,-2,COc1ccc(CCNC(=O)c2ccccc2C(=O)NCCc2ccc(OC)cc2)cc1
0.3,-1.5,-2,-2,i,-7,0,36,-0.8,-1,O=C(NCc1ccccc1)N1CCN(c2ccc(F)cc2)CC1
-0.1,-1.4,-5,-2,i,12,0,4,0.0,0,O=C(c1cc2ncc(Br)cn2n1)N1CCOCC1
0.9,0.6,0,-8,i,-19,0,-9,-0.5,-4,O=S(=O)(c1ccccc1)c1nc(NCc2ccccc2)sc1Cl
0.2,-1.5,-1,6,i,-1,-1,0,-0.2,2,Cc1ccc(S(=O)(=O)CCc2nnc(NC(=O)CCl)s2)cc1C

Record cards, as listed above.
Profile of CCSc1nc(=S)cc(C)[nH]1 = MsrA inhibitor: 1.2; LMPTP block: -0.2; SUMO1 PPI mod: 2; NadD inh: -7; Rpn11 block: i; Scp-1 inhibitor: -4; CSN deneddyl inh: -2; DNMT1 inh: 2; TbMetRS inhib: -1.2; STEP block: 0
Profile of O=S(=O)(c1ccccc1)c1nc(NCc2ccccc2)sc1Cl = MsrA inhibitor: 0.9; LMPTP block: 0.6; SUMO1 PPI mod: 0; NadD inh: -8; Rpn11 block: i; Scp-1 inhibitor: -19; CSN deneddyl inh: 0; DNMT1 inh: -9; TbMetRS inhib: -0.5; STEP block: -4

More records follow:
MsrA inhibitor,LMPTP block,SUMO1 PPI mod,NadD inh,Rpn11 block,Scp-1 inhibitor,CSN deneddyl inh,DNMT1 inh,TbMetRS inhib,STEP block,Compound
0.5,0.9,-4,-3,i,-8,1,1,0.1,1,O=C(NC1CCCC1)c1cc2cc(Br)ccc2o1
3.0,1.7,6,-5,i,-13,-1,-2,1.2,7,O=S(=O)(NCc1ccccc1)NCc1ccc(Cl)cc1Cl
-0.1,0.0,3,-8,i,-5,-6,3,-0.1,3,CC1(C)CC(NC(=O)COc2ccc(Br)cc2Cl)CC(C)(C)N1
0.3,1.9,6,0,i,-4,-3,5,0.3,-3,c1ccc(CN(Cc2ccccc2)c2ncnc3c2nnn3Cc2ccccc2)cc1
.,-0.2,6,5,i,5,0,2,0.4,1,Cc1cccc(-n2ncc3c(Nc4c(C)n(C)n(-c5ccccc5)c4=O)ncnc32)c1
0.1,-0.6,2,-3,i,-4,6,0,-0.3,-2,O=C(COC(=O)c1ccccc1F)Nc1cccnc1Cl
0.6,0.0,0,-1,i,1,-5,-1,0.1,2,CCCCn1cnc2c(oc3nc4c(cc32)CCCC4)c1=O
-0.8,2.8,-10,-3,i,-16,4,-8,0.3,1,COc1ccc(C(=O)C(C)Oc2cccc(NC(=O)c3cccc([N+](=O)[O-])c3)c2)cc1 (centres undefined)
-0.3,-0.5,6,3,i,-8,-4,1,-0.6,-3,C=CCNC(=O)c1onc(CSc2ccc(F)cc2)c1C(=O)O
-2.0,-0.6,5,-4,i,4,-1,0,-0.1,-3,Cc1nc2ccccc2c(=O)n1-c1ccc(NS(=O)(=O)c2cc(F)ccc2F)cc1

Next results
MsrA inhibitor,LMPTP block,SUMO1 PPI mod,NadD inh,Rpn11 block,Scp-1 inhibitor,CSN deneddyl inh,DNMT1 inh,TbMetRS inhib,STEP block,Compound
-1.6,-1.9,5,-1,i,-7,12,-4,-0.6,-2,COc1ccc(CCN=Cc2ccccc2O)cc1OC
2.9,-1.4,4,-4,i,-4,2,4,1.7,-2,COc1ccc(-c2cc(=O)oc3cc(OC(C)C(=O)NC(Cc4c[nH]c5ccc(O)cc45)C(=O)O)ccc23)cc1 (centres undefined)
1.6,0.9,-5,0,i,-9,5,2,0.0,1,O=C(NCc1ccco1)C(=O)c1c[nH]c2ccccc12
-1.1,-2.8,-16,-1,i,-3,-1,0,-0.7,2,O=C(COc1ccccc1)N1CCN(S(=O)(=O)c2cccc([N+](=O)[O-])c2)CC1
0.8,0.5,-2,1,i,-1,-6,0,-0.7,0,Cc1cc(C)n(-c2ccc(Cl)c(C(=O)Nc3cc(C(F)(F)F)ccc3Cl)n2)n1
2.0,1.4,2,31*,i,5,8,7,-0.8,1,CC1CCCCN1c1nnc(NC(=O)c2cc(-c3ccc(Br)cc3)on2)s1 (centres undefined)
0.2,-0.2,10,2,i,12,-1,-5,-1.2,0,Cc1ccnc(N2CCC(C(=O)NCc3ccc4c(c3)OCO4)CC2)n1
0.0,-0.8,1,-4,i,-2,-4,1,1.1,-5,Cc1noc(NS(=O)(=O)c2ccc(NC(=O)COc3ccccc3)cc2)c1C
0.5,-1.4,0,0,i,-1,3,-7,0.0,-2,CCOC(=O)c1[nH]c(C)c(C(=O)Nc2ccccc2F)c1C
2.1,-1.1,0,0,i,-4,-5,-3,-0.7,1,Cc1ccc(S(=O)(=O)n2[nH]c(=O)c(CCO)c2C)cc1

Next section
MsrA inhibitor,LMPTP block,SUMO1 PPI mod,NadD inh,Rpn11 block,Scp-1 inhibitor,CSN deneddyl inh,DNMT1 inh,TbMetRS inhib,STEP block,Compound
0.6,-2.6,-1,-5,i,-2,0,0,-0.5,4,CN1CCN(CCC(=O)Nc2ccc(F)c(F)c2)CC1
-0.2,-1.5,-8,0,i,-2,-1,0,0.1,0,O=C(CNC1CCN(Cc2ccccc2)CC1)Nc1ccc(S(=O)(=O)N2CCCCC2)cc1
-0.7,-2.6,1,-3,i,-15,-3,0,-0.8,-8,Cc1nc(SCC(=O)Nc2c(C)n(C)n(-c3ccccc3)c2=O)nc(C)c1C
1.5,0.1,-1,-8,i,-2,1,-2,-0.6,2,CCc1ccc(C(=O)N2CCN(c3ccc(NC(=O)c4cccnc4)cc3)CC2)cc1
-1.2,0.5,-2,19,i,10,-7,-3,-1.1,-1,O=C(NC(=S)Nc1nc2c(s1)CCCC2)c1ccc(C(=O)c2ccccc2)cc1
-1.0,-0.2,6,-5,i,-12,-3,12,0.2,-1,O=C(Nc1ccc(F)cc1)Nc1nnc(Cc2ccccc2)s1
0.9,-0.2,2,5,i,5,0,3,0.5,0,COc1cccc(-c2nnc3sc(C4CCCCC4)nn23)c1
-0.2,-1.2,8,2,i,2,1,2,0.2,3,O=C(NCc1ccco1)c1nc(-c2ccccc2)n(-c2ccccc2)n1
-0.4,-2.5,-1,-5,i,-1,-1,2,-1.4,-3,COc1ccc(CC(=O)Nc2cccc(C(=O)O)c2C)cc1
-0.1,-2.2,1,-3,i,2,-1,-2,-0.4,0,COc1ccc(CCNC(=O)c2cccnc2SC)cc1

Additional entries:
MsrA inhibitor,LMPTP block,SUMO1 PPI mod,NadD inh,Rpn11 block,Scp-1 inhibitor,CSN deneddyl inh,DNMT1 inh,TbMetRS inhib,STEP block,Compound
4.5,-1.3,-12,-2,i,-8,-2,-3,-0.5,0,CSc1ccc(/C=N\Nc2nncn2N)cc1
0.9,-1.3,6,1,i,-6,3,1,-0.3,1,Nc1ccccc1S(=O)(=O)c1ccccc1N
0.3,-1.8,1,6,i,-5,2,3,-1.2,6,Cc1cc(C(=O)OCC(=O)c2c(N)n(C)c(=O)n(C)c2=O)c(C)n1-c1ccccc1
-0.1,-1.9,-2,-7,i,-14,-5,3,-0.8,0,COc1cccc(OC)c1C(=O)OCC(=O)NC(=O)NCc1ccccc1

Assay outcomes deposited in PubChem by several laboratories.
